Screening results from PubChem.
rCAG RNA binder: molecules binding r(CAG) RNA repeats; r(CAG) RNA repeat, TO-PRO-1 dye displacement fluorescence; AID 651821; inhibition, % at 3 µM; hit rate 1.3% among 370,000;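 active means inhibition above the plate cutoff, the mean of all test compounds on that plate plus 3 SD, cut at about 35% in these data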;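 further: 0% = DMSO alone and 100% = 100 µM mitoxantrone as full dye displacement; higher means more dye released from RNA so lower well fluorescence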
PRMT1 FP inh: PRMT1 (human) inhibition, primary screen | recombinant PRMT1, activity-based probe fluorescence polarization | inhibition, % at 2.79 µM | hit rate 1.3% among 370,000 | AID 652257;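 active means inhibition above about 21% made by adding two undisclosed values, limit read from the data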
TCR-CD3 inh: inhibitors of human TCR-CD3 interaction | inhibition, % at 9.4 µM | hit rate 0.37% among 360,000 | AID 651800 | TAMRA-labeled TCR probe fluorescence, biochemical; in the data active means inhibition above about 19%;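 further: recombinant mutant TCR 2C K166C tagged with TAMRA read by polarization; 0% = receptor in buffer alone and 100% = receptor with positive control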
ABHD4 inh: ABHD4 (mouse) inhibition, primary FP screen. purified mABHD4, FP-Rh probe fluorescence polarization. AID 720543. hit rate 0.54% among 370,000. inhibition, % at 8.92 µM. Q8VD66;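 active means inhibition exceeding the mean over every tested compound plus 3 SD, cut at about 30% in these data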;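 further: 0% = plate median of compound wells and 100% = S159A mutant with DMSO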
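Test system: mABHD4 protein | Buffer or medium: HEPES pH 7.0 buffer, 150 mM NaCl, 0.01% Pluronic F-127 | Probe or stimulus: FP-Rh fluorescent activity-based probe, added after compound pre-incubation | Timing: Pre-incubation 45 min, probe exposure 60 min, at 25 °C | Technique: Fluorescence polarization, excitation 525 nm, emission 598 nm, BODIPY TMR filters | Repeats: Single well per compound (singlicate)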
SIAE primary: inhibitors of human sialic acid acetylesterase SIAE | Q9HAT2 | SIAE FP-Rh probe binding, fluorescence polarization | inhibition, % at 9.66 µM | hit rate 0.69% among 370,000 | AID 1053197;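 active means inhibition above a cutoff: mean of compounds within the control limits plus 3 SD of those, cut at about 17% in these data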;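 further: 0% = plate median of compound wells and 100% = probe without SIAE protein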
MBD2 inh: inhibitors of human MBD2 binding to methylated oligonucleotide; Q9UBB5; hit rate 0.31% among 370,000; inhibition, % at 4.4 µM; TR-FRET; AID 686964; in the data active means inhibition above about 13%
Target sequence (Q9UBB5 whole entry, looked up): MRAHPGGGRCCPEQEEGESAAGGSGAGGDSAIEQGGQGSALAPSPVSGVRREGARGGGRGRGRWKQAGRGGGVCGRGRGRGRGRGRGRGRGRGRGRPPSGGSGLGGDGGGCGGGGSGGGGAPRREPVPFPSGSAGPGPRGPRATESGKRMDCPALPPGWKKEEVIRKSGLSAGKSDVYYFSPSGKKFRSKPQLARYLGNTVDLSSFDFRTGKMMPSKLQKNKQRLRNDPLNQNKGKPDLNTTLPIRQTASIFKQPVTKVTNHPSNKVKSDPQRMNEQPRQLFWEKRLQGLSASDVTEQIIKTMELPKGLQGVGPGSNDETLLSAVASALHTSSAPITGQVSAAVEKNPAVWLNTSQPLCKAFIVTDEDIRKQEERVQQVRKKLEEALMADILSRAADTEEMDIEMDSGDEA
TDP2 absorb: blocks human TDP2 phosphodiesterase activity. recombinant TDP2, T5PNP hydrolysis, p-nitrophenol absorbance 415 nm. inhibition, % at 12.8 µM. hit rate 0.34% among 370,000. AID 720702;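 active means inhibition above the mean of all tested compounds plus 3 SD, set per campaign, cut at about 25% in these data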;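 further: 0% = DMSO with enzyme and 100% = buffer with substrate but no TDP2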
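System – recombinant human TDP2 · Quantity – TDP2 enzyme at 120 nM final · Doses – single concentration, 12.8 µM nominal, with 1% DMSO · Incubation – 2 h at 37 °C · Measured by – epi absorbance of p-nitrophenol freed from T5PNP by hydrolysis · Read-out – % inhibition relative to enzyme-containing and enzyme-free wells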
HTRA1 inh: blocks human HTRA1 serine peptidase; Q92743; recombinant HTRA1, FP-rhodamine activity-based probe, fluorescence polarization; inhibition, % at 5.96 µM; hit rate 0.5% among 340,000; in the data active means inhibition above about 36%;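 further: 0% = enzyme with DMSO and 100% = wells lacking enzyme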
Target sequence (Q92743 whole entry, looked up): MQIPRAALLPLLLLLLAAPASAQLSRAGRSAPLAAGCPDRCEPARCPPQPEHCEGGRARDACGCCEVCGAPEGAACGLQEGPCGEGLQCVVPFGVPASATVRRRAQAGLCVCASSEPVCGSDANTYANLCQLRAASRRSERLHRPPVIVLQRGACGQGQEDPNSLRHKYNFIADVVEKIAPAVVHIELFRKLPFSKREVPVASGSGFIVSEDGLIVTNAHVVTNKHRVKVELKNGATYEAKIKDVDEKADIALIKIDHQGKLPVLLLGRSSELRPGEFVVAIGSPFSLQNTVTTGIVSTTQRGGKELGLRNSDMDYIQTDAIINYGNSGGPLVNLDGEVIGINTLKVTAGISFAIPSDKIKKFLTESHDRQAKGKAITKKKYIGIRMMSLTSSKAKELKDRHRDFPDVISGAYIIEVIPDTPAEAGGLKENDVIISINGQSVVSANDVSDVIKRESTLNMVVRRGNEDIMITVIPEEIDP
GC-B act: GC-B (human) receptor activation; P20594; HEK293-GC-B cells, CNP EC30, cGMP TR-FRET; 0% at EC30 CNP, 100% saturating CNP; activation, % at 10 µM; hit rate 0.11% among 370,000; AID 1920062;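 active means activation at 10 µM reaching about 35% in either raw or pattern-adjusted values, limit read from the data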
LEDGF integ inh: blocks HIV-1 LEDGF/p75-dependent DNA integration; TR-FRET IN-LEDGF/p75 DNA integration, Eu/Cy5; inhibition, % at 3.7 µM; hit rate 0.64% among 370,000; AID 743269;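 active means inhibition above the screen-wide mean plus 3 SD, cut at about 13% in these data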;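 further: signal is the Cy5 over europium emission ratio at 671 and 618 nm; 0% = plate median of compound wells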
* hit, by the source's call; . = no result given.

(1) CCc1cccc2c(C(=O)COC(=O)c3c(C)noc3C)c[nH]c12
(2) COc1ccc(S(=O)(=O)CC(=O)c2cc3cc(Br)ccc3oc2=O)cc1
(3) O=C(CCCCl)OCc1cn(-c2ccc(Cl)cc2)nn1
(4) CCN1C[C@@H]2[C@@H]3C(=O)N(C)C(=O)[C@@H]3[C@](CC)(C1=O)N2C(=O)c1ccccc1
(5) COc1ccccc1NC(=O)CSc1nnnn1C1CCCC1
(6) Cc1nnc(SCC(=O)N(C)C2CCS(=O)(=O)C2)n1Cc1ccccc1 (stereo unspecified)
Assay by compound | 1 | 2 | 3 | 4 | 5 | 6
rCAG RNA binder | 6 | 51* | -1 | 1 | -5 | 1
PRMT1 FP inh | -5 | 11 | -1 | 3 | 2 | 3
TCR-CD3 inh | 2 | -2 | 9 | -2 | 2 | 7
ABHD4 inh | -8 | 19 | 1 | 1 | -3 | -6
SIAE primary | 6 | 2 | 4 | 4 | -2 | 4
MBD2 inh | -6 | 0 | -2 | 0 | 4 | 5
TDP2 absorb | -16 | 14 | 2 | 9 | 9 | -11
HTRA1 inh | -17 | -16 | . | 0 | -5 | 7
GC-B act | 6 | -3 | 1 | -3 | 1 | 5
LEDGF integ inh | -2 | 2 | 4 | 0 | 1 | -8

Looked up above.
#2 in TDP2 absorb reads 14
#3 in rCAG RNA binder reads -1
#6 in rCAG RNA binder reads 1
#1 in rCAG RNA binder reads 6

(listing goes on)
(7) COC(=O)c1ccc(C(=O)N2CCCC(Nc3ccc(C(C)C)cc3)C2)cc1 (stereo unspecified)
(8) O=C(Nc1cccc(F)c1)c1ccc(S(=O)(=O)N2CCCC2)cc1
(9) CN1CCN(c2ccc([N+](=O)[O-])cc2C(=O)Nc2ccccc2)CC1
(10) COc1ccc(C(C(=O)NC2CCCC2)N(CC2CCCO2)C(=O)Cc2cccs2)cc1OC (stereo unspecified)
(11) C=CCn1c(SCC#N)nc2ccccc2c1=O
(12) CC(=O)N1CCN(C(=O)c2oc3ccccc3c2C)CC1
Assay by compound | 7 | 8 | 9 | 10 | 11 | 12
rCAG RNA binder | -6 | 1 | 5 | 0 | 2 | 0
PRMT1 FP inh | 1 | 0 | 1 | 1 | 0 | 1
TCR-CD3 inh | 12 | 2 | -6 | 4 | -6 | 4
ABHD4 inh | -2 | 4 | -3 | -6 | -8 | 6
SIAE primary | 8 | 3 | -3 | 3 | -2 | -3
MBD2 inh | 0 | -1 | 6 | -1 | 1 | 5
TDP2 absorb | 0 | -1 | -10 | 0 | -20 | -5
HTRA1 inh | 2 | -15 | 5 | -2 | 6 | 2
GC-B act | -3 | -9 | 1 | -2 | -1 | 3
LEDGF integ inh | 2 | -4 | 2 | 2 | 2 | -2

(13) CCOC(=O)c1ccc(CN2CCCC(C)(C(=O)NCCOC)C2)cc1 (stereo unspecified)
(14) NS(=O)(=O)c1ccc(CNC(=S)NCc2ccc(Cl)cc2)cc1
(15) O=S(=O)(NCC1CCN(S(=O)(=O)c2ccccc2)CC1)c1ccccc1
(16) COc1ccc(/C=C/c2c([N+](=O)[O-])c(=O)n(C)c(=O)n2C)c(OC)c1
(17) CCOC(=O)CN1C(=O)CC(c2ccc([N+](=O)[O-])cc2)C1=O (stereo unspecified)
(18) C/C(=N\O)C(C)(C)NC(=O)Nc1ccc(Cl)cc1
Assay by compound | 13 | 14 | 15 | 16 | 17 | 18
rCAG RNA binder | -3 | 8 | 0 | 2 | 6 | -1
PRMT1 FP inh | 5 | 4 | 0 | -5 | 1 | 1
TCR-CD3 inh | 1 | -4 | -1 | 1 | -2 | -3
ABHD4 inh | 6 | -1 | -7 | -2 | 1 | 6
SIAE primary | 2 | 1 | -6 | -5 | -2 | 5
MBD2 inh | 4 | 0 | 3 | -2 | 6 | 0
TDP2 absorb | 2 | -13 | 0 | -18 | -2 | 11
HTRA1 inh | . | -13 | -4 | -8 | 3 | -8
GC-B act | 3 | 6 | 4 | 2 | -1 | 3
LEDGF integ inh | -1 | -5 | -4 | 7 | 1 | 1

Another view of some results above.
nr	canonical_smiles	rCAG RNA binder	PRMT1 FP inh	TCR-CD3 inh	ABHD4 inh	SIAE primary	MBD2 inh	TDP2 absorb	HTRA1 inh	GC-B act	LEDGF integ inh
17	CCOC(=O)CN1C(=O)CC(c2ccc([N+](=O)[O-])cc2)C1=O (stereo unspecified)	6	1	-2	1	-2	6	-2	3	-1	1
18	C/C(=N\O)C(C)(C)NC(=O)Nc1ccc(Cl)cc1	-1	1	-3	6	5	0	11	-8	3	1
13	CCOC(=O)c1ccc(CN2CCCC(C)(C(=O)NCCOC)C2)cc1 (stereo unspecified)	-3	5	1	6	2	4	2	.	3	-1

Later entries.
(19) Cc1cc(C)cc(C(=O)N2CC(C)OC(C)C2)c1 (stereo unspecified)
(20) COc1ccc(Br)c(C(=O)NNC(=O)c2ccc(NS(=O)(=O)c3cccs3)cc2)c1
(21) COc1ccc(OC)c(-n2c(=S)[nH]c3cc(C(=O)NCCCN4CCCC4=O)ccc3c2=O)c1
(22) COc1ccc(C(=O)c2cc3ccc(O)cc3oc2=O)cc1
(23) CCOC(=O)c1c(C)[nH]c(C(=O)O)c1C
(24) COC(=O)[C@]12C[C@H](CC(=O)NCc3cccc4ccccc34)C(=O)N(Cc3ccccc3)C1=C[C@H](COCc1ccccc1)O[C@@H]2C
Assay by compound | 19 | 20 | 21 | 22 | 23 | 24
rCAG RNA binder | -2 | 9 | -2 | 2 | 0 | 14
PRMT1 FP inh | 1 | -1 | -3 | 1 | 4 | 2
TCR-CD3 inh | -14 | -2 | -13 | -1 | 1 | .
ABHD4 inh | -2 | 1 | -1 | 4 | -2 | -9
SIAE primary | -1 | 1 | 2 | -7 | 3 | -3
MBD2 inh | 6 | 2 | -3 | -2 | -4 | 0
TDP2 absorb | 0 | 6 | -4 | -10 | 9 | 0
HTRA1 inh | 9 | 5 | . | 11 | -2 | .
GC-B act | 11 | -7 | 0 | -6 | -1 | 1
LEDGF integ inh | 1 | 2 | 2 | -4 | 2 | 2

(25) O=C(Nc1ccccc1C(F)(F)F)c1ccc(CN2CCC(Cc3ccccc3)CC2)cc1
(26) CCc1nc2ccc(C(=O)Nc3cccc(OCC(=O)N(C)C)c3)cn2c1N(C=O)Cc1ccc(OC)cc1
(27) N#Cc1ccccc1OCC(=O)OCC(=O)NC1CCCCCC1
(28) Cc1onc(-c2c(Cl)cccc2Cl)c1COC(=O)c1ccc(Cl)cc1
(29) CCOc1cc(/C=C\[N+](=O)[O-])ccc1OCC(=O)N1CCOCC1
(30) Cc1ccccc1CN1C(=O)/C(=C\c2ccc(C(=O)NCCN3CCOCC3)cc2)Sc2ccccc21
Assay by compound | 25 | 26 | 27 | 28 | 29 | 30
rCAG RNA binder | -3 | 2 | -1 | -3 | 7 | 3
PRMT1 FP inh | -6 | -5 | 14 | -2 | 8 | 0
TCR-CD3 inh | -1 | 5 | 0 | -1 | 5 | -3
ABHD4 inh | 3 | -24 | 8 | -16 | -2 | -13
SIAE primary | -2 | 5 | 3 | -1 | 9 | -13
MBD2 inh | -4 | -8 | 9 | 0 | 3 | -5
TDP2 absorb | -1 | -4 | 6 | 2 | 6 | -14
HTRA1 inh | -20 | . | 8 | -16 | 9 | -25
GC-B act | 0 | 3 | 0 | -6 | 11 | -5
LEDGF integ inh | -9 | 1 | -2 | -2 | 3 | -3

(31) CCc1ccc(OC)c(S(=O)(=O)Nc2ccccc2C)c1
(32) C(=N\Nc1nccc(-c2cccnc2)n1)/c1ccccc1
(33) CCCc1nnc(SCC(=O)NC2CC2)n1C
(34) CCc1ccc(C2CC(c3cccc(OC)c3)n3nc(N)nc3N2)cc1 (stereo unspecified)
(35) CCOC(=O)C(C)Oc1ncnc2cccc(F)c12 (stereo unspecified)
(36) COC(=O)C1=C(C)N(CCCC(=O)O)C(=O)NC1c1cccc(OC)c1 (stereo unspecified)
Assay by compound | 31 | 32 | 33 | 34 | 35 | 36
rCAG RNA binder | -5 | -5 | -2 | 0 | 2 | 6
PRMT1 FP inh | 1 | 3 | 1 | -1 | 0 | 2
TCR-CD3 inh | -8 | -9 | 8 | -2 | 1 | -3
ABHD4 inh | -1 | 3 | 1 | 0 | 2 | -5
SIAE primary | 1 | -1 | -6 | 3 | 4 | 0
MBD2 inh | 2 | 1 | 0 | 0 | -1 | 6
TDP2 absorb | -7 | 7 | -3 | 1 | -5 | -7
HTRA1 inh | -8 | . | 5 | 4 | -3 | 0
GC-B act | -1 | 0 | 5 | 4 | 2 | 1
LEDGF integ inh | 1 | -2 | -5 | 0 | -1 | 2

(37) COC(=O)C[C@@H]1CC[C@@H](NC(=O)c2ccccc2F)[C@@H](CO)O1
(38) O=c1cc2c(n[nH]1)CCCC2
(39) O=C(c1ccccc1F)N1CCN(c2ccc([N+](=O)[O-])c(N3CCOCC3)c2)CC1
(40) CCCCNC(=O)C1(C)CCN1C(=O)c1cc(C)n(C(C)(C)C)n1 (stereo unspecified)
(41) C/C(=N\Nc1cc(-c2ccccc2)nc(-c2ccccc2)n1)c1ccc(O)c(C)c1
(42) COc1ccc(NS(=O)(=O)c2c(C)[nH]c(=O)[nH]c2=O)c(OC)c1
Assay by compound | 37 | 38 | 39 | 40 | 41 | 42
rCAG RNA binder | 5 | 3 | -6 | -3 | 29 | 3
PRMT1 FP inh | -3 | 4 | 4 | 3 | 2 | -1
TCR-CD3 inh | 12 | -2 | -1 | -6 | -5 | 5
ABHD4 inh | 6 | 3 | 1 | 4 | -39 | -6
SIAE primary | 2 | 0 | 3 | 7 | 19* | -5
MBD2 inh | -2 | -2 | 1 | -3 | 4 | 1
TDP2 absorb | 2 | -8 | -4 | 12 | 4 | -5
HTRA1 inh | . | -1 | -6 | . | -3 | -1
GC-B act | 0 | 6 | 1 | 1 | -2 | -1
LEDGF integ inh | -2 | -5 | -5 | 0 | 5 | 3

(43) N#Cc1ccc(OCc2nnc(SCC(=O)c3ccccc3)n2-c2ccccc2)cc1
(44) O=C(NCc1ccccc1)C1=C[C@H](c2ccc3c(c2)OCO3)C[C@H](OCc2ccc(CO)cc2)O1
(45) c1ccc(N2CCN(c3c4c(nc5ncnn35)CCC4)CC2)cc1
(46) Cc1nc2ccc(NC(=S)N3CCOCC3)cc2nc1C
(47) Cn1c(=O)[nH]c(=O)c2c1nc(NCCO)n2CCOc1ccccc1
(48) Cc1ccc(CSCCNC(=O)CN(c2ccc(F)cc2)S(C)(=O)=O)cc1
Assay by compound | 43 | 44 | 45 | 46 | 47 | 48
rCAG RNA binder | 1 | 0 | -6 | 0 | -1 | 5
PRMT1 FP inh | 1 | 1 | -1 | -4 | -5 | -2
TCR-CD3 inh | 2 | 2 | -6 | 2 | 9 | 3
ABHD4 inh | 6 | -2 | 2 | -1 | -2 | -2
SIAE primary | 0 | -5 | 3 | 5 | -1 | 1
MBD2 inh | 1 | 1 | 2 | -1 | -1 | -3
TDP2 absorb | 7 | 3 | 12 | 6 | 6 | 5
HTRA1 inh | -17 | -31 | 4 | -1 | 1 | -2
GC-B act | -9 | -5 | -5 | -1 | 3 | 1
LEDGF integ inh | 2 | 0 | -1 | -3 | 1 | 4

A portion of the library, so the mix of outcomes need not match the whole.
